M4 ag – CHRM4 agonism in calcium assay; CHO-K1 hM4/Gqi5, Fluo-8 calcium fluorescence; vehicle 0%, full acetylcholine response 100%; P08173; 360,000 tested, 0.14% active; activation, % at 3 µM;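 active = activation above the run mean over all test wells plus 3 SD, cut at about 32% in these data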;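 also: peak over basal fluorescence ratio per well then scaled between controls; 0% = DMSO wells and 100% = acetylcholine at EC100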
M5 ag – agonists of human muscarinic M5 receptor (CHRM5); P08912; CHO-K1 hM5 cells, Fluo-8 calcium fluorescence; 0% DMSO wells, 100% maximal acetylcholine response; activation, % at 3 µM; 360,000 tested, 0.19% active; AID 624037;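 active = activation above the run's mean over test compounds plus 3 SD, cut at about 23% in these data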;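 also: signal is peak over basal fluorescence ratio across the kinetic read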
Target sequence (P08912 whole entry, looked up): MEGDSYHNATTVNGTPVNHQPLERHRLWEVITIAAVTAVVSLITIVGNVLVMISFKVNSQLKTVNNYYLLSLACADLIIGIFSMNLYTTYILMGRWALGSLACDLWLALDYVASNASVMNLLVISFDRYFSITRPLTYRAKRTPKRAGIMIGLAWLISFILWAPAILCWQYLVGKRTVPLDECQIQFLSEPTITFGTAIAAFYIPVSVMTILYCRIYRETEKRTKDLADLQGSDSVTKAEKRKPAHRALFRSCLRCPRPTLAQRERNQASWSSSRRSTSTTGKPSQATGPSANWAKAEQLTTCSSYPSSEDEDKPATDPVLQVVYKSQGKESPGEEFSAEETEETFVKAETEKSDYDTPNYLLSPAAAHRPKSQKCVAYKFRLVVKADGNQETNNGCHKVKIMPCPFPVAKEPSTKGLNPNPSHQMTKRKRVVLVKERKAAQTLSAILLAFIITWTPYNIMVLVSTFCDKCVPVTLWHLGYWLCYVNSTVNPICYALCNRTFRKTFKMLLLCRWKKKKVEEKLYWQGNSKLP
CHRM1 antagonist – human CHRM1 antagonism. P11229. CHO-K1 hM1, Fluo-8 calcium fluorescence, ACh EC80 antagonist. inhibition, % at 3 µM. 360,000 tested, 1.3% active. AID 588852;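 active = percent inhibition above its own plate's cutoff, namely the mean of that plate's compound wells plus 3 SD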;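 also: peak over basal fluorescence ratio during 140 s after agonist addition; 0% = ACh EC80 plus DMSO and 100% = DMSO alone without agonist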
TAAR1 agonist – human TAAR1 agonism | CHO RD-HGA16 TAAR1, Fluo-8 calcium fluorescence; vehicle wells 0%, saturating PEA agonist 100% | activation, % at 3 µM | 360,000 tested, 0.99% active | AID 624467;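 active = activation above the mean activation of all test compounds in the run plus 3 SD, cut at about 38% in these data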
Target sequence (Q96RJ0 whole entry, looked up): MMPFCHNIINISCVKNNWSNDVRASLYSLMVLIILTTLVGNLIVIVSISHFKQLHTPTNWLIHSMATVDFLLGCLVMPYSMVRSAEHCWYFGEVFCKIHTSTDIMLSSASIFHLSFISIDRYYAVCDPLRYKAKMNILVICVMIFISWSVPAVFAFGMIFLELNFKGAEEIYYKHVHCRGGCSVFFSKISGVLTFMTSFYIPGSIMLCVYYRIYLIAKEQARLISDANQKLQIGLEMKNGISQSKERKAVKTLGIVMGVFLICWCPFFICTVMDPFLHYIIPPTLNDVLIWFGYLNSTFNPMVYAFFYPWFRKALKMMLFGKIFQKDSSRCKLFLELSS
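Signal – calcium-sensitive Fluo-8 signal, excitation 470-495, emission 515-575 nm · System – RD-HGA16 (CHO) cells co-expressing Gα16 and hTAAR1 · Incubation – 17-24 h seeding, 75 min 37 °C dye, 30 min RT · Compound dosing – 3 µM single concentration · Repeats – no replicates (n 1)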
CHRM5 antagonist – antagonists of human muscarinic M5 receptor (CHRM5); CHO-hM5 cells, Fluo-8 calcium fluorescence, ACh EC80; inhibition, % at 3 µM; 360,000 tested, 0.59% active; AID 624040;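 active = inhibition above a per-plate cutoff, the mean of that plate's test compounds plus 3 SD, cut at about 27% in these data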;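 also: 0% = acetylcholine EC80 with DMSO and 100% = DMSO without agonist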
CHRM1 agonist – activates human CHRM1 receptor | P11229 | CHO-K1 hM1, Fluo-8 calcium fluorescence, agonist mode; 0% DMSO, 100% acetylcholine EC100 | activation, % at 3 µM | 360,000 tested, 0.33% active | AID 588814;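 active = activation above the run's mean compound activation plus 3 SD, cut at about 16% in these data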;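 also: peak over basal fluorescence ratio within a 140 s kinetic read after compound addition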
CHRM4 antagonist – antagonists of human muscarinic M4 receptor (CHRM4) | 360,000 tested, 0.73% active | AID 624125 | inhibition, % at 3 µM | CHO-hM4 cells, ACh EC80, Fluo-8 calcium fluorescence;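 active = inhibition above its plate's cutoff, the mean inhibition of sample wells plus 3 SD, cut at about 27% in these data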;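 also: 0% = acetylcholine EC80 with DMSO and 100% = DMSO without agonist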
CHRM1 PAM – human CHRM1 positive allosteric modulation; CHO-K1 hM1, Fluo-8 calcium fluorescence, ACh EC20; 0% = ACh EC20, 100% = maximal ACh; activation, % at 3 µM; 360,000 tested, 0.088% active; AID 588819; in the data active = activation above about 19%, passing the limit was not always enough
M5 PAM – CHRM5 positive allosteric modulation. P08912. CHO-K1 hM5, Fluo-8 calcium, ACh EC20 PAM; 0% = ACh EC20, 100% = ACh EC100. activation, % at 3 µM. 360,000 tested, 0.3% active. AID 624038;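 active = activation above the run cutoff, the mean activation of all test compounds plus 3 SD, cut at about 18% in these data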
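system = human M5 receptor in CHO-K1 cells | reagent = EC20 acetylcholine as agonist stimulus | compound dosing = single-point, 3 µM nominal | incubation = Fluo-8 loading 80 min at 37 °C plus 30 min room temperature | detection = Fluo-8 calcium dye fluorescence, kinetic read | benchmarks = low control EC20 acetylcholine (0%), high control EC100 acetylcholine (100%)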
Numbers without * were called inactive; x = not tested or not shown.

SMILES	M4 ag	M5 ag	CHRM1 antagonist	TAAR1 agonist	CHRM5 antagonist	CHRM1 agonist	CHRM4 antagonist	CHRM1 PAM	M5 PAM
C[C@H](O)[C@@H]1C(=O)N2CCc3c([nH]c4ccccc34)[C@@H]2C[C@@H]1N(C)S(=O)(=O)c1ccccc1	7	1	0	6	-6	-2	-19	-4	-1
COC(=O)c1[nH]c2ccc(Cl)cc2c1NC(=O)C1CC1	1	-8	-18	5	5	-7	3	5	-1
O=C(O)c1ccc(NC(=O)c2cn(-c3ccccc3)nc2-c2ccc(F)cc2)cc1	3	2	13	5	4	-2	7	0	2
O=C(c1sc(N2CCOCC2)nc1-c1ccccc1)N1CCCCC1	2	-1	-1	-1	-3	0	5	-4	-3
COC(=O)c1ccncc1C(=O)Nc1ccc(F)cc1	1	3	1	x	-9	0	-5	12	4
COc1ccc(Cl)cc1NC(=O)c1cccc(NC(=O)CCC(=O)O)c1	0	3	2	11	8	-3	6	4	4
CC(=O)c1c(O)cc(=O)oc1-c1ccc(C)cc1	1	2	-8	1	0	-3	-9	6	6
COc1ccc(/C=N/NC(=O)c2cccnc2)cc1CN1CCc2ccccc2C1	2	-11	7	1	-2	-9	-10	-3	1
Cc1ccc(-c2nn(-c3ccccc3)cc2/C=N/NC(=O)c2ccc3c(c2)OCO3)cc1	6	-5	25	17	20	-2	15	-13	-13
Cc1cccc(NC(=O)C2CCN(S(=O)(=O)c3c(C)noc3C)CC2)c1	3	-2	-14	1	-2	-1	0	12	0
Cc1ccn2c(NC3CCCCC3)c(C)nc2c1	1	-2	0	10	4	-4	10	5	11
N#C/C(=C/c1ccc(F)cc1)c1nc(CCN2C(=O)c3ccccc3C2=O)cs1	1	4	-17	10	-6	-2	1	12	5
CN(Cc1cccs1)C(=O)CSc1nc2ccccc2[nH]1	1	-1	0	6	9	-3	8	1	-1
c1ccc2c(c1)nc(-c1ccncc1)n2CCNc1nc(CN2CCCCC2)cs1	2	-4	0	6	4	-10	9	-3	5
O=C(Nc1ccc(C(=O)NCCCN2CCN(c3ccc(F)cc3)CC2)cc1)C1=CSCCO1	19	17	-6	45*	13	17*	5	-1	-2
CCc1c(C)nc2ncnn2c1Nc1ccc(C)cc1	0	0	-7	0	-5	-2	2	2	1
O=C(c1cccc(Cl)c1)N1CCC2CC1c1cc(-c3ccc(F)cc3)ccc12 (stereo unspecified)	-2	1	-14	7	0	-5	-1	4	-6
CCOC(=O)C1CCCN(C(=O)c2ccc3c(c2)NC(=O)C(N2CCOCC2)S3)C1 (stereo unspecified)	1	0	15	0	11	-2	4	-5	-5
Cc1n[nH]c(=S)n1/N=C/c1ccc(-c2ccccc2[N+](=O)[O-])o1	0	-2	-42	9	3	-1	8	2	6
Cc1ccc(S(=O)(=O)N(C)C)cc1NC(=O)C(C)OC(=O)c1ccc2c(c1)OCCO2 (stereo unspecified)	0	-1	-19	-1	-8	-6	-1	1	1
Nn1c(SCC(=O)NC(=O)Nc2ccc3c(c2)OCCO3)nnc1C1CC1	0	0	-9	2	-4	-3	-3	11	0
O=C1C2CCCCC2C(=O)N1c1nccs1 (stereo unspecified)	0	3	-1	3	1	0	7	7	-6
Clc1ccc(-c2nc3ccccn3c2CN2CCOCC2)cc1	2	0	0	8	0	-3	-7	3	0
COc1ccccc1/C=C(/CC(=O)NCc1ccc2c(c1)OCO2)c1nc2ccccc2s1	2	-6	12	-1	-7	-3	-2	-4	-8
CSCCC(C(=O)Nc1c(C)cccc1C)N1CCN(c2ccc(C(F)(F)F)cn2)CC1 (stereo unspecified)	0	2	-16	2	8	-3	-4	-3	0

An excerpt of these results, with each value named:
compound: COc1ccccc1/C=C(/CC(=O)NCc1ccc2c(c1)OCO2)c1nc2ccccc2s1
- M4 ag: 2
- M5 ag: -6
- CHRM1 antagonist: 12
- TAAR1 agonist: -1
- CHRM5 antagonist: -7
- CHRM1 agonist: -3
- CHRM4 antagonist: -2
- CHRM1 PAM: -4
- M5 PAM: -8

compound: Cc1ccc(-c2nn(-c3ccccc3)cc2/C=N/NC(=O)c2ccc3c(c2)OCO3)cc1
- M4 ag: 6
- M5 ag: -5
- CHRM1 antagonist: 25
- TAAR1 agonist: 17
- CHRM5 antagonist: 20
- CHRM1 agonist: -2
- CHRM4 antagonist: 15
- CHRM1 PAM: -13
- M5 PAM: -13

(further entries)
SMILES	M4 ag	M5 ag	CHRM1 antagonist	TAAR1 agonist	CHRM5 antagonist	CHRM1 agonist	CHRM4 antagonist	CHRM1 PAM	M5 PAM
CN(CP(=O)(O)CCc1ccccc1)S(C)(=O)=O	0	-1	-38	3	1	1	-7	8	-2
CCOc1ccc(S(=O)(=O)n2c(C)nc3ccccc32)cc1	1	2	-3	2	11	1	3	2	-6
COC(=O)c1ccc(NC(=O)CSc2nc(C)cc(=O)[nH]2)cc1	-1	0	-13	4	-6	-5	10	13	-3
COc1cc(/C=C/C(=O)OCC(=O)NCCCc2ccccc2)ccc1O	0	0	9	9	13	-3	16	-5	-10
Cc1ccc(C(=O)N2CCCc3ccccc32)c(Cl)c1	0	-4	-19	-2	17	-6	-6	16	-2
Nc1ncncc1-c1ccc([N+](=O)[O-])cc1	1	3	-14	1	3	-2	-16	2	2
Oc1ccc(C=NNc2nc3ccccc3s2)c(O)c1	4	3	-2	0	15	4	-6	1	1
Cc1cc(C)cc(C(=O)Nc2ccncc2)c1	3	5	0	28	0	1	5	6	-1
COc1ccc(NC(=O)Cc2ccccc2F)cn1	0	-2	-8	2	3	-4	0	10	14
Cc1cc2n(n1)C(c1ccc3c(c1)OCO3)Nc1c(C)cccc1-2 (stereo unspecified)	-2	-2	-1	21	5	-6	9	1	1
O=C1/C(=C/c2cccs2)COc2ccccc21	1	-3	-7	-2	3	-10	-3	8	-2
CCCCCCC(NC(=O)c1ccc(C)cc1)C(=O)O (stereo unspecified)	1	0	-10	2	2	-1	-11	11	-5
COc1ccc(C(=O)CC(=O)C(=O)Nc2ccc(C)cc2Cl)cc1	1	-2	-8	8	2	0	6	10	3
O=C1NC2(CCCCC2)C(=O)N1CC(=O)N(Cc1ccccc1)c1ccccc1	1	-6	-16	0	6	-3	1	12	3
Cc1ccc(OCCNC(=O)[C@H]2O[C@@H](n3cnc4c(N)ncnc43)[C@H](O)[C@@H]2O)cc1C	2	0	-14	1	8	-2	-1	-1	3
CCOCCCNC(=O)CCc1ccc(-n2cnc3cccnc32)cc1	2	-7	-13	2	-3	0	-19	16	6
CN(c1ccc(C(=O)NCCSC(C)(C)C)cc1)S(C)(=O)=O	2	0	-38	8	4	1	-14	6	-7
Nc1c(N(CCC2=CCCCC2)C(=O)c2ccccc2F)c(=O)[nH]c(=O)n1Cc1ccccc1	2	3	-6	-1	10	-4	-4	9	5
Cc1ccc(NC(=O)CN(c2ccc(Cl)cc2)S(=O)(=O)c2cc([N+](=O)[O-])ccc2Cl)cc1	0	-3	1	0	-9	-10	-2	1	-3
CCOC(=O)C1CCN(C(=S)NC(=O)c2cccs2)CC1	1	-3	6	4	12	-3	11	-2	1
O=c1[nH]c2ccc(F)cc2[nH]c1=O	0	3	8	5	6	-5	8	-3	-5
COc1ccccc1C(O)c1ncc(-c2cccc3ccccc23)[nH]1 (stereo unspecified)	8	-1	6	8	12	6	-19	16	-8
CC(=O)NCC(=O)NC1CCCc2c1cnn2-c1ccccc1F (stereo unspecified)	1	1	-14	0	7	-4	4	9	0
COc1ccccc1-c1sc2ccccc2c1-c1ccc(C(C)=O)cc1	0	-3	23	x	9	-3	10	-13	-2
Cc1ccc(C)c(C(O)c2ncc(-c3ccc(F)cc3)[nH]2)c1 (stereo unspecified)	2	3	-1	4	6	0	-9	-4	-5

Sorted by number of heavy atoms (ascending): 16 of the compounds above.
SMILES	M4 ag	M5 ag	CHRM1 antagonist	TAAR1 agonist	CHRM5 antagonist	CHRM1 agonist	CHRM4 antagonist	CHRM1 PAM	M5 PAM
O=c1[nH]c2ccc(F)cc2[nH]c1=O	0	3	8	5	6	-5	8	-3	-5
Nc1ncncc1-c1ccc([N+](=O)[O-])cc1	1	3	-14	1	3	-2	-16	2	2
O=C1/C(=C/c2cccs2)COc2ccccc21	1	-3	-7	-2	3	-10	-3	8	-2
CN(CP(=O)(O)CCc1ccccc1)S(C)(=O)=O	0	-1	-38	3	1	1	-7	8	-2
COc1ccc(NC(=O)Cc2ccccc2F)cn1	0	-2	-8	2	3	-4	0	10	14
Oc1ccc(C=NNc2nc3ccccc3s2)c(O)c1	4	3	-2	0	15	4	-6	1	1
CCOC(=O)C1CCN(C(=S)NC(=O)c2cccs2)CC1	1	-3	6	4	12	-3	11	-2	1
CCOc1ccc(S(=O)(=O)n2c(C)nc3ccccc32)cc1	1	2	-3	2	11	1	3	2	-6
COC(=O)c1ccc(NC(=O)CSc2nc(C)cc(=O)[nH]2)cc1	-1	0	-13	4	-6	-5	10	13	-3
CC(=O)NCC(=O)NC1CCCc2c1cnn2-c1ccccc1F (stereo unspecified)	1	1	-14	0	7	-4	4	9	0
COc1ccccc1C(O)c1ncc(-c2cccc3ccccc23)[nH]1 (stereo unspecified)	8	-1	6	8	12	6	-19	16	-8
COc1ccccc1-c1sc2ccccc2c1-c1ccc(C(C)=O)cc1	0	-3	23	x	9	-3	10	-13	-2
COc1cc(/C=C/C(=O)OCC(=O)NCCCc2ccccc2)ccc1O	0	0	9	9	13	-3	16	-5	-10
O=C1NC2(CCCCC2)C(=O)N1CC(=O)N(Cc1ccccc1)c1ccccc1	1	-6	-16	0	6	-3	1	12	3
Cc1ccc(OCCNC(=O)[C@H]2O[C@@H](n3cnc4c(N)ncnc43)[C@H](O)[C@@H]2O)cc1C	2	0	-14	1	8	-2	-1	-1	3
Cc1ccc(NC(=O)CN(c2ccc(Cl)cc2)S(=O)(=O)c2cc([N+](=O)[O-])ccc2Cl)cc1	0	-3	1	0	-9	-10	-2	1	-3

(further entries)
SMILES	M4 ag	M5 ag	CHRM1 antagonist	TAAR1 agonist	CHRM5 antagonist	CHRM1 agonist	CHRM4 antagonist	CHRM1 PAM	M5 PAM
CN1C=CC=C/C1=C1\SC(=S)N(C2CCCCC2)C1=O	1	-6	-15	10	4	-7	1	-2	-8
CCOC(=O)C1=C(N)Oc2cc(O)ccc2C1c1ccc([N+](=O)[O-])cc1 (stereo unspecified)	1	-2	-3	3	0	-7	1	10	3
CNC(=S)n1cnc(N)n1	10	-1	-10	8	16	-4	13	4	-7
Cc1c(C(=O)OCC(=O)N(C)Cc2ccc(Cl)cc2)oc2ccccc12	3	-7	-17	1	2	-6	-17	10	-4
CC1CCCC(C)N1C(=O)CSc1nnc(COc2cccc3cccnc23)o1 (stereo unspecified)	2	-1	7	-1	4	-9	-5	-7	-9
Cc1nn(C)cc1NC(=O)c1cc2nc(-c3ccco3)cc(C(F)(F)F)n2n1	4	1	-5	1	-2	0	-16	6	14

From PubChem

Only part of the results is shown. The share of hits here may be higher or lower than overall.
